Assay outcomes deposited in PubChem BioAssay by NCI.
All columns: NCI-60 one-dose screen, growth in % after 48 h at 10 µM unless noted; 100 = growth as untreated, 0 = no growth, -100 = all killed.
SF-295: SF-295 CNS cancer cells; 5.6% of 79,000 active
SF-539: SF-539 CNS cancer; 6.8% of 81,000 active
SNB-19: SNB-19 CNS cancer cells. 2.5% of 81,000 active. AID 1794751
SNB-75: SNB-75 CNS cancer | 5% of 79,000 active
NCI-H23: NCI-H23 lung cancer; 4% of 80,000 active
A498: A498 renal cancer cells; 5.4% of 76,000 active
U251: U251 CNS tumor cells; 5.4% of 80,000 active; AID 1794753
CAKI-1: CAKI-1 renal cancer. 4.7% of 75,000 active. AID 1794772
SF-268: SF-268 CNS cancer cells. 3.1% of 82,000 active. AID 1794759
* marks the source's active call; other numbers are inactive results; nt = no result given; & = joins results of further samples. Rule for the calls: active = growth percent below 10; inactive = the rest. These rows are one share of the data (hit frequency here may not be typical).

Compound,SNB-19,SF-539,SF-268,CAKI-1,SF-295,SNB-75,NCI-H23,A498,U251
O=C(O)CCCCCCCCC(=O)O (tested in a mixture with another compound),96,101,111,103,nt,68,100,114,nt
Nc1c(Br)cc2c3c(cccc13)-c1ccccc1-2,93,78,88,57,75,61,62,71,60
CCn1c2ccccc2c2cc(C(=O)c3ccc(C)c4ccccc34)ccc21,21,-5.8*,20,29,12,51,5.4*,7.1*,10
COc1ccc2nc(NC(=O)COc3cc(/C=C\c4cc(OC)c(OC)c(OC)c4)ccc3OC)sc2c1,32,-7.1*,42,6.3*,-2.1*,-5.3*,32,-5.2*,20
CCOP(=O)(OCC)N(CCCSC/C=C(\C)CC/C=C(\C)CCC=C(C)C)CCCN1CCN(C)CC1,45,89,81,91,83,54,91,66,20
C/C(=N\O)C(CN1CCCCC1)C(c1ccccc1)c1c(O)c2ccccc2oc1=O (stereo not drawn),110,95,94,99,98,nt,107,99,96
O=C(Nc1cccc(C(F)(F)F)c1)c1cc(Cl)ccc1O,95,99,75,74,nt,73,88,100,92
OCCN(CCO)C(Cc1ccccc1)c1ccccc1 (stereo not drawn),nt,95,90,65,108,60,103,86,96
C=CCc1cc2c(cc1OC(C)C)OCO2,97,99,97,96,92,90,94,84,100
CCC1(CCC(C)C)C(=O)NC(=O)N(c2ccccc2)C1=O (stereo not drawn),110,nt,96,97,100,102,96,107,85
O=P(O)(Oc1ccccc1)c1ccccc1,112,104,108,95,99,98,98,nt,105
c1ccc2nc3c(cc2c1)CNC3,90,92,102,81,128,82,97,82,103
CC(=O)[C@H]1CC[C@H]2[C@@H]3CC[C@@H]4C[C@H](O)CC[C@]4(C)[C@H]3C(=O)C[C@]12C,100,108,95,86,97,83,104,129,107
C[C@@H]1C[C@@]2(C)C(=CC1=O)CC[C@@H]1[C@@H]2[C@@H](O)C[C@@]2(C)[C@H]1CC[C@]2(C)O,94,100,97,96,90,73,88,88,89
Cc1nc(CCN2CCCCC2)cs1,105,100,103,nt,96,91,100,103,93
COC(=O)CC[C@@H](C)[C@H]1CC[C@H]2[C@@H]3CC[C@@H]4C[C@]5(CC[C@]4(C)[C@H]3CC[C@]12C)OO[C@@](C)(C(F)(F)F)O5,105,92,93,108,102,98,90,nt,104
C[C@@]1(CO)[C@H](O)CC[C@@]2(C)[C@H]1CCC1C[C@@H]3C[C@@]12CC[C@]3(O)CO (stereo partly drawn),82,54,60,nt,36,71,74,78,54
NC1Cc2ccccc2C1,99,104,96,nt,100,84,94,80,98
C/C(=C\c1ccn(-c2ccc(N)cc2)n1)[C@@H]1C[C@@H]2O[C@]2(C)CCC[C@H](C)[C@H](O)[C@@H](C)C(=O)C(C)(C)[C@@H](O)CC(=O)O1,33,-2.3*,37,43,19,4.0*,26,-0.8*,26
CC(C)CC(NC(=O)CCl)C(=O)O (stereo not drawn),108,106,102,90,nt,102,105,104,102
C/C(=C\C(=O)O[C@H]1[C@@H]2[C@H](C)CC[C@H]2[C@]2(C)O[C@@]1(C1CCCCC1)C[C@H]2OC(=O)CO)c1ccccc1,64,77,26,-25*,50,68,51,-83*,24
C=C[C@H]1CN2CC[C@H]1C[C@H]2[C@H](O)c1ccnc2ccccc12,96,108,109,87,84,107,98,85,nt
O=C1NC(=O)C(=Cc2ccncc2)C(=O)N1,105,112,116,102,110,91,96,nt,101
NC(N)=Nc1ccc(N)cc1,98&108,104&107,105&103,102&89,102&94,91&107,99&115,83&101,95&103
CC1(C)N=C(N)N=C(N)N1c1ccc(CCCC(=O)Nc2ccc(S(=O)(=O)F)cc2)cc1,105,71,72,93,90,67,nt,87,nt

More compounds:
Compound,SNB-19,SF-539,SF-268,CAKI-1,SF-295,SNB-75,NCI-H23,A498,U251
COc1cccc(C2CCN(C)C2)c1 (stereo not drawn),102,99,117,100,91,100,97,88,92
CC1(C)C(C(=O)c2cn(CCCCCO)c3ccccc23)C1(C)C,109,101,108,nt,94,104,93,102,94
O=C(/C=C/c1cccc(Br)c1)c1nc2ccccc2n1Cc1ccc(F)cc1,47,8.3*,63,54,63,33,34,116,-9.3*
OC1CCCCC1N1CCC(c2ccccc2)CC1 (stereo not drawn),117,119,106,96,99,86,100,89,105
C=C(C(=O)OC1CC2CCC(C1)[N+]2(C)[O-])c1ccccc1 (stereo not drawn),125,96,104,109,116,74,106,110,103
COc1ccc(C=O)cc1O,95,93,103,80,105,93,99,106,99
COc1ccc(S(=O)(=O)Nc2c(/C=C\c3cc(OC)c(OC)c(OC)c3)ccc(OC)c2O)cc1OC,39,-15*,24,23,12,44,33,nt,13
CN1C(=O)C(=Cc2cn(C(=O)c3ccc(Cl)cc3)c3ccccc23)C(=O)N(C)C1=O,nt,81,99,78,86,67,99,125,99
COc1ccc(C(=O)OC2CC3CCC(C2)N3C)cc1OC (stereo not drawn),103,99,102,109,nt,89,111,109,97
CN1C(=O)C(=Cc2cn(Cc3ccccc3)c3ccccc23)C(=O)N(C)C1=O,90,86,95,60,35,60,80,-83*,83
c1ccc(CNC2CN3CCC2CC3)cc1 (stereo not drawn),114&103,107&102,110&108,99&103,137&114,102&88,95&98,110,108&105
COc1ccc(C2=NN(C=O)C(c3sc(N(CCCl)CCCl)nc3Cl)C2)cc1 (stereo not drawn),92,108,93,74,98,81,96,87,97
COc1ccc(Cl)cc1C(=O)CCl (tested in a mixture with another compound),120,111,105,67,121,105,102,103,97
COc1cc(C=C2C(=O)NC(=O)NC2=O)ccc1O,97,101,106,nt,101,96,98,69,99
C[C@@H]1C[C@@H]2[C@H](CC[C@]3(C)[C@@H](O)CC[C@@H]23)[C@@]2(C)CC[C@H](O)C[C@H]12,102,110,100,nt,103,117,106,71,97
O=C(O)C(O)(c1ccccc1)C1CCCC1 (stereo not drawn),102,97,99,106,107,85,94,99,92
CC1(CCO)C(=O)NC(=S)NC1=O,110,98,94,94,94,104,104,107,98
CC12OOC(C)(OO1)C2CCC(=O)NCCNc1ccnc2cc(Cl)ccc12 (stereo not drawn),98,102,96,78,91,101,93,106,110
Cc1cccc(NP2(=O)NCCCN2)c1,101,112,107,103,108,94,108,109,104
C[Se]/C=C1/C(=O)N(c2c(Cl)cccc2Cl)c2ccccc21,33,1.0*,8.6*,2.4*,38,-31*,39,11,25
N#CCCN1CCN(c2ccccc2)CC1,96,87,102,83,113,76,97,117,101
COc1ccc(CC(N)c2ccc(OC)c(OC)c2)cc1OC (stereo not drawn),103,100,94,90,93,88,94,77,97
CN(C)c1ccccc1,106,104,101,98,111,98,100,99,101
CN(N=O)C1CCS(=O)(=O)C1 (stereo not drawn),102,104,115,84,92,94,266,82,99
COP(=S)(OC)Oc1ccc(Sc2ccc(OP(=S)(OC)OC)cc2)cc1,82,92,82,69,75,64,60,69,99

Single records (already shown). Order of screens: SNB-19 | SF-539 | SF-268 | CAKI-1 | SF-295 | SNB-75 | NCI-H23 | A498 | U251
Results for COc1ccc(C2=NN(C=O)C(c3sc(N(CCCl)CCCl)nc3Cl)C2)cc1 (stereo not drawn) = 92 | 108 | 93 | 74 | 98 | 81 | 96 | 87 | 97
Results for C[Se]/C=C1/C(=O)N(c2c(Cl)cccc2Cl)c2ccccc21 = 33 | 1.0* | 8.6* | 2.4* | 38 | -31* | 39 | 11 | 25

Next section
Compound,SNB-19,SF-539,SF-268,CAKI-1,SF-295,SNB-75,NCI-H23,A498,U251
Cc1cccc(-c2nc3c(s2)CC[C@@]2(C)C3=CC[C@@H]3[C@@H]2CC[C@]2(C)C(=O)CC[C@@H]32)c1,102,86,102,101,108,101,107,102,103
CCCC(=O)OC(C(Cl)(Cl)Cl)P(=O)(OC)OC (stereo not drawn),103,105,109,91,108,106,109,nt,100
NC(N)=NC(N)=Nc1ccc(Cl)cc1,105,103,95,nt,98,77,103,nt,113
C=CCCC1(C2=CCCCC2)C(=O)NC(=O)NC1=O,85,101,106,103,107,103,101,108,102
C=CCNC(=O)C(Br)C(C)C (stereo not drawn),107,99,97,96,nt,70,102,116,92
C#CCOC(=O)Cc1ccccc1,101,89,104,102,104,88,105,88,100
Nc1c(S(=O)(=O)O)cc(Nc2ccc(S(=O)(=O)O)c(Nc3nc(Cl)nc(Cl)n3)c2)c2c1C(=O)c1ccccc1C2=O,98,111,100,104,109,101,97,100,102
C[C@]12CC[C@H]3[C@@H](CC=C4c5sc(-c6ccccc6O)nc5CC[C@@]43C)[C@@H]1CC[C@@H]2O,83,17,66,34,82,56,84,110,71
CC12OOC(C)(OO1)C2CCC(=O)OCCNc1ccnc2cc(Cl)ccc12 (stereo not drawn),98,36,97,-79*,83,90,4.4*,109,105
Cc1cc([Se][Se]c2cc(C)c(C)cc2[N+](=O)[O-])c([N+](=O)[O-])cc1C,93,104,101,104,101,105,99,86,nt
Cc1ccc(CNc2nc3ccc(OC/C(=C/F)CN)cc3o2)cn1,99,95,90,68,100,56,88,58,110
Cc1cc[n+](CCC[n+]2ccc(C)cc2)cc1,112,106,110,110,118,113,108,112,102
CC(C)(Br)C(=O)c1ccco1,96,97,105,95,99,84,111,94,99
CC(=O)O[C@H]1CC[C@@]2(C)C(=CC[C@H]3[C@@H]4C[C@@H](N5CC5)[C@H](C(C)=O)[C@@]4(C)CC[C@@H]32)C1,100,89,93,89,97,79,99,99,92
CCOP(=S)(OCC)Oc1ccc(Sc2ccc(OP(=S)(OCC)OCC)cc2)cc1,115,108,99,91,96,98,nt,91,nt
C=CCc1ccc2c(c1)OCO2,123,107,110,90,111,95,105,143,99
O=[N+]([O-])c1csc([N+](=O)[O-])c1,100,104,106,92,97,nt,99,99,103
N#[N+]c1cnc([O-])[nH]c1=O,98,98,98,94,105,75,27,86,98
CNC(=O)Oc1ccc(N(C)C)cc1C(C)C,101,90,101,41,118,67,103,101,101
O=CC1(c2ccccc2)CCN(Cc2ccccc2)CC1,109,106,100,98,99,102,101,nt,101
CN1C(=O)C(=Cc2cn(C(=O)c3ccccc3)c3ccccc23)C(=O)N(C)C1=O,99,86,97,91,111,70,93,118,98
Cc1cc(OCCN2CC2)c2ccccc2n1,102,104,99,88,89,84,89,116,77
Cn1cc(-c2csc(-c3cn(CCCCN4CCOCC4)c4ccc(F)cc34)n2)c2cccnc21,88,70,63,76,51,62,80,47,67
O=C1CCCCC1CN1CCCCC1 (stereo not drawn),108,97,98,102,97,109,100,97,100
BrCc1ccc(Br)cc1,105,113,117,94,94,90,nt,85,nt

A different layout for part of the listing above:
Values run as follows: SNB-19	SF-539	SF-268	CAKI-1	SF-295	SNB-75	NCI-H23	A498	U251
- C=CCNC(=O)C(Br)C(C)C (stereo not drawn)
 : 107	99	97	96	nt	70	102	116	92
- Nc1c(S(=O)(=O)O)cc(Nc2ccc(S(=O)(=O)O)c(Nc3nc(Cl)nc(Cl)n3)c2)c2c1C(=O)c1ccccc1C2=O
 : 98	111	100	104	109	101	97	100	102
- NC(N)=NC(N)=Nc1ccc(Cl)cc1
 : 105	103	95	nt	98	77	103	nt	113
- CC(=O)O[C@H]1CC[C@@]2(C)C(=CC[C@H]3[C@@H]4C[C@@H](N5CC5)[C@H](C(C)=O)[C@@]4(C)CC[C@@H]32)C1
 : 100	89	93	89	97	79	99	99	92
- BrCc1ccc(Br)cc1
 : 105	113	117	94	94	90	nt	85	nt

As entered above:
Result for `CCn1c2ccccc2c2cc(C(=O)c3ccc(C)c4ccccc34)ccc21` under U251: 10
Result for `COc1ccc(Cl)cc1C(=O)CCl` (tested in a mixture with another compound) under SNB-19: 120
Result for `O=C(Nc1cccc(C(F)(F)F)c1)c1cc(Cl)ccc1O` under SNB-75: 73
Result for `CCC1(CCC(C)C)C(=O)NC(=O)N(c2ccccc2)C1=O` (stereo not drawn) under SNB-75: 102
Result for `CN1C(=O)C(=Cc2cn(C(=O)c3ccc(Cl)cc3)c3ccccc23)C(=O)N(C)C1=O` under U251: 99

Going on with the list:
Compound,SNB-19,SF-539,SF-268,CAKI-1,SF-295,SNB-75,NCI-H23,A498,U251
CC12CC(=O)C3C(CCC4CC=CCC43C)C1CCC2=O (stereo not drawn),89,110,101,95,98,90,93,74,98
C[C@H]1C[C@H]2[C@@H]3CC[C@](C)(O)[C@@]3(C)CC(=O)[C@]2(F)[C@@]2(C)CCC(=O)C=C12,114,102,90,90,nt,91,100,112,96
O=c1[nH]cnc2[se]c3c(c12)CCCCC3,105,105,102,89,107,90,103,113,103
Cc1cc(C)c(CCN(C)C)c(C)c1,104&111,99&97,109&99,106&95,121&97,96&85,105&100,104&96,104&93
CC1=C(C=O)C2=C(C)C3(CC3)[C@@](C)(O)C(=O)C2=C1,55,-48*,36,32,71,17,10,-30*,-44*
CCN1C(=O)NC(=O)C(C)(N2C(=O)c3c(F)c(F)c(F)c(F)c3C2=O)C1=O (stereo not drawn),49,19,5.1*,-47*,84,65,32,99,-25*
N/C(=N/N=C/c1ccncc1)N[N+](=O)[O-],104,94,102,99,99,96,99,86,97
CC1([N+](=O)[O-])COP(=O)(Nc2ccc(Cl)cc2)OC1 (stereo not drawn),96,102,86,81,97,95,89,87,91
O=C1CCC(c2ccccc2)(c2ccccc2)C(=O)N1,99,102,103,89,105,93,94,122,99
Cc1cccc(N)c1,88,86,96,65,90,83,95,86,103
CC/C(=C/c1ccc(OC)cc1)[N+](=O)[O-],30,-20*,38,1.9*,98,54,52,86,22
O=[N+]([O-])c1cnc[nH]1,104,110,106,99,104,93,103,nt,100
COc1ccccc1N1CCN(CC(C)C)CC1,97,98,100,98,97,93,95,102,106
O=[N+]([O-])/C=C\C(F)(F)F,100,97,105,98,97,96,104,nt,100
CCN(CC)CCc1ccc(O)cc1,95,111,107,nt,nt,93,101,102,100
COc1cc(C#N)cc2nc(C)oc12,124,95,103,99,103,70,100,65,99
CCOP(=S)(S)OCC,104,103,101,102,106,101,100,94,99
Oc1ccc(Br)cc1CN1CCN(Cc2ccc(Cl)cc2)CC1,88,93,64,60,nt,52,91,105,49
Cc1cc(N(CCCl)CCCl)ccc1C=Nc1ccccc1-c1ccccc1,78,62,63,28,27,66,61,nt,63
